HCMV inh: inhibitors of human cytomegalovirus | HFF cells, HCMV-luciferase reporter, 72 h; stronger effect = lower value | activity change, negative = inhibition, % at 57.5 µM | hit rate 4.5% among 410,000; in the data active = activity change below about -60%; inconclusive = no clear call, values can overlap the other calls; inactive = above about -39%
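Human foreskin fibroblasts infected with luciferase-reporter HCMV at MOI 1 PFU/cell, compounds at two doses. Luciferase measured 72 h post infection; normalized to buffer-only basal and Salinomycin (10uM) controls.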
AmpC inh detg: AmpC beta-lactamase inhibition with detergent present; P00811; AmpC hydrolysis of nitrocefin, absorbance 480 nm, 0.01% Triton; Potency, µM (series often up to 114 µM), without a hit: top-dose activity change, negative = inhibition, most hits filed as inhibitors; hit rate 0.041% among 370,000;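 also: potency is read from the fitted curve at half-maximal effect; 0% = no-compound wells and -100% = no-enzyme wells; nearly all actives have a fitted effect of over 25% in size; some results filed as inactive show a strong effect at the top dose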
Target sequence (P00811 whole entry, looked up): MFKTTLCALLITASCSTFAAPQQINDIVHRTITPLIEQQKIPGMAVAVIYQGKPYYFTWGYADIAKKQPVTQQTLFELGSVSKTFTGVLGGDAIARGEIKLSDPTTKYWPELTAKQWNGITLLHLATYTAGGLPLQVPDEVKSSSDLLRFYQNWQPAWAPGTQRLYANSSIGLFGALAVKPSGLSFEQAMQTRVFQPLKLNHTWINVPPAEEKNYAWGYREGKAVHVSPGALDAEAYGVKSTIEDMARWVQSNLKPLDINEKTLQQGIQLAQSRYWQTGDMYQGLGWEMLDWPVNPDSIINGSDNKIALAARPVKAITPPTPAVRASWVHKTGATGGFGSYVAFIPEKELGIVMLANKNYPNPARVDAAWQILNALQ
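20 mM phosphate pH 7.0 + 0.01% (detergent screen) or 0.0001% Triton X-100; 5.3 nM AmpC reagent; cpd preinc 15 min RT; nitrocefin (800 uM stock) to start; A480 q20 s × 4 min; Activity was normalised to no-enzyme and no-compound control wells.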
HCV inh: blocks hepatitis C virus; Huh7.5.1 HCVcc-Cre infection, luciferase reporter, 44 h; Potency, µM (top dose mostly 41.8 µM), for inactives: top-dose activity change, negative = inhibition, most hits filed as inhibitors; hit rate 3.4% among 340,000; AID 651820; also: potency is read from the fitted curve at half-maximal effect
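Cells seeded at 1,000/well and cultured 4 h, then compounds added followed by HCVcc-Cre virus (~0.5 moi). After 44 h further culture, luciferase substrate was added, plates held 15 min at room temperature, and luminescence read for 15 sec.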
AMA1-RON2 inh: AMA1-RON2 (P. falciparum) interaction inhibition; AlphaScreen AMA1-biotinylated RON2 peptide binding; AID 720542; hit rate 0.2% among 360,000; Potency, µM (doses to about 58.2 µM), for inactives: at the highest dose activity change, negative = inhibition, usual class: inhibitors;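 also: potency is read from the fitted curve at half-maximal effect; 0% = vehicle wells and -100% = peptide control; nearly all actives have a fitted effect of over 45% in size; some results filed as inactive show a strong effect at the top dose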
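AMA1 (3D7) with his tag at 25 nM final met compounds first, then biotinylated RON2 peptide at 25 nM; detection used donor plus acceptor beads, 10 µg/mL apiece, read by AlphaScreen after 30 min at room temperature.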
Sm TGR block: blocks Schistosoma mansoni thioredoxin glutathione reductase; Q962Y6; purified TGR, DTNB reduction, TNB absorbance 405 nm; Potency, µM (doses to about 114 µM), for inactives: at the highest dose activity change, negative = inhibition, most hits filed as inhibitors; hit rate 3% among 360,000; also: potency is read from the fitted curve at half-maximal effect; nearly all actives have a fitted effect of over 60% in size
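TGR 20 nM + NADPH 100 uM (dispensed conc.), cpd preinc 15 min RT; start with NADPH (500 uM addition) then DTNB (15 mM addition). Kinetic TNB absorbance, 405 nm filter. Four-parameter Hill fit across titration.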
Giardia FBPA inh: inhibitors of Giardia lamblia fructose-1,6-bisphosphate aldolase; purified Giardia FBPA; Potency, µM (series often up to 59.6 µM), without a hit: at the top dose activity, negative = inhibition, usual class: inhibitors; hit rate 0.71% among 290,000; also: potency is read from the fitted curve at half-maximal effect; nearly all actives have a fitted effect of over 55% in size
Target sequence (A8B2U2 whole entry, looked up): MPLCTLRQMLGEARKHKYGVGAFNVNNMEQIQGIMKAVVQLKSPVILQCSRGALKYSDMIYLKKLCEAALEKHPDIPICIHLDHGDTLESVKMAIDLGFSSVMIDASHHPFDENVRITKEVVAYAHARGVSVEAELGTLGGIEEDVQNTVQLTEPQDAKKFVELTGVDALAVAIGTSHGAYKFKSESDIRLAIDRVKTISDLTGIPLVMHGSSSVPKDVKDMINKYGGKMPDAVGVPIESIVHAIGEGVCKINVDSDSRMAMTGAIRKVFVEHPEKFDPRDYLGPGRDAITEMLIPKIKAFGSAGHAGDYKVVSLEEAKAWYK
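Giardia FBPA (40 nM reagent) was preincubated 10 min at RT with compound (up to 57.5 uM final), then substrate plus GAPDH/TPI/NAD/arsenate coupling system with diaphorase/resazurin was added; resorufin fluorescence (525/598 nm) was read after 20 min.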
Active calls of the source: *; ? = inconclusive; nt = not tested or not shown; & = joins results of further samples; [ ] = another dose, or the depositor's remark. Unless noted, calls follow the shape of the dose curve; as a rule, active = well fitted curve in the direction sought with a large enough effect; inconclusive = small, poorly fitted or top-dose-only effect, or another doubt; inactive = no such curve, though single readings can be large; an effect the other way counts as inactive or inconclusive. Unless noted, % is scaled to controls: 0 for no effect and ±100 for the full control effect.

Compound,Sm TGR block,HCMV inh,AmpC inh detg,Giardia FBPA inh,HCV inh,AMA1-RON2 inh
Cc1c(C(=O)OCCOc2ccccc2)[nH]c2c1C(=O)CC(c1ccc(C(C)(C)C)cc1)C2 (centres undefined),-3%,-2,5%,nt,nt,nt
O=C(CNC(=O)c1ccc(Cl)cc1Cl)OC1CCCCC1=O (centres undefined),nt,-29,nt,nt,15%,-1%
Cc1c(Cl)cnc(NC(=O)CSc2n[nH]c(N)n2)c1Cl,-5%,-40,-2%,nt,8%,-3%
O=C(CSc1nc(-c2ccccc2)nc2ccccc12)Nc1cccc(C(=O)O)c1,-11%,-26,?,?,12%,-18%
Cc1ccccc1OCC(=O)Nc1ccc(S(=O)(=O)Nc2onc(C)c2C)cc1,-19%,11,4%,15%,2%,0%
CCc1ccccc1NC(=O)N[C@H](C(=O)O)C(C)CC (some centres undefined),2%,57,-13%,0%,-4%,-4%
CC1CCCN(C(C(=O)NC2CCCCC2)c2cc3c(cc2[N+](=O)[O-])OCO3)C1 (centres undefined),0%,-19,2%,?,?,-6%
CCCC(=O)c1c(NCCO)cc(C)oc1=O,-5%,60,?,-4%,2%,-8%
C/C(NCc1ccccc1)=C(\C#N)C(=O)NCc1ccccc1,11%,5,-5%,3%,-6%,3%
CCCc1nn(C)c(C(=O)Nc2cccc3ccccc23)c1Cl,-7%,4,0%,-4%,-29%,31%[activator]
Cc1ccc(C)c(OC(=O)c2ccncc2)c1,-11%,-21,-7%,0%,8%,22%
Cc1ccc(OCc2nc(C#N)c(NCCCn3ccnc3)o2)cc1,15%,-17,-4%,3%,-12%,-15%
CCc1cccc(C)c1NC(=O)CN1C(=O)c2c(c3ccccc3n2C)C1c1ccc(OC)cc1 (centres undefined),-1%,0,11%,nt,nt,nt
CCOC(=O)C1=C(c2ccccc2)NC(=O)NC1c1ccc(OC)c(OC)c1 (centres undefined),-9%,-3,-4%,5%,20%,11%
O=C(CSCc1ccc(Cl)cc1Cl)Nc1c[nH]c(=O)[nH]c1=O,2%,1,?,2%,11%,20%
Cc1ccc2oc(=O)c3cnn(CC(=O)N4CCN(c5ccc(F)cc5)CC4)c3c2c1,1%,0,2%,nt,nt,nt
Cc1cc(C)c(NC(=O)Cn2ncc3ccccc32)c(C)c1,10%,nt,3%,-2%,?,-10%
Cc1cc(-c2csc(NCc3ccccc3)n2)c(C)n1C,-34%,nt,2%,?,?,-9%
Cc1onc(-c2c(F)cccc2Cl)c1C(=O)Nc1cccc(S(=O)(=O)NCc2ccco2)c1,28µM*,-14,1%,0%,-24%,3%
O=C1NCCN1Cc1ccccc1F,?,23,2%,-7%,10%,-6%
O=C(CN1C(=O)CCc2cc(S(=O)(=O)N3CCOCC3)ccc21)NCc1ccc(Cl)cc1,-2%,15,9%,nt,nt,nt
Cn1cccc1C(=O)NC(=O)COC(=O)c1cc(S(=O)(=O)N2CCCCC2)ccc1Cl,-3%,-28,1%,-7%,-13%,4%
CC(CC(=O)N1CCN(c2ccccc2)CC1)c1ccccc1 (centres undefined),-1%,?,-1%,2%,21%,2%
Cc1ccccc1C(=O)Nc1cccc(NC(=O)c2ccc(F)cc2)c1,-20%,?,-1%,3%,?,8%
O=C(O)C/C(=C\c1cc(Cl)c2c(c1)OCO2)c1nc2ccccc2s1,-13%,?,2%,nt,10%,-7%
CC(C)(C)c1ccc(OCC(O)CNC(=O)c2ccccc2C(=O)O)cc1 (centres undefined),nt,0,nt,nt,-10%,0%
CC(=O)N1CN(C2CC(C)(C)NC(C)(C)C2)Cc2c1sc1c2CCCC1,-11%,-63*,-4%,-4%,?,0%
O=C(N/N=C/c1cccc(Oc2ccccc2)c1)c1cccc(Br)c1,19%,-24,-2%,nt,?,8%
Nc1cc2c(cc1Br)-c1ccc(F)cc1C2=O,nt,6,nt,nt,13µM*,-18%
COc1ccc(CNC(=O)C2CCCN2S(=O)(=O)c2ccc(S(=O)(=O)N(C)C)cc2)cc1 (centres undefined),-9%,12,-17%,-3%,12%,24%
CC(C)CC(=O)Nc1ccc2c(c1)oc1ccccc12,-3%,105,-4%,-3%,22µM*,0%
CCOC1OC2C(CO)OC(n3cnc4c(N)ncnc43)C2O1 (centres undefined),-15%,-17,?,1%,10%,-7%
Cc1c(C)c(C)c(S(=O)(=O)n2[nH]c(=O)c(CCO)c2C)c(C)c1C,3%,?,-8%,2%,-5%,-1%
COC(=O)C/C=N/N=C1/NC(=O)/C(=C/C(=O)O)S1,?,-24,6%,18µM*,7%,26%
CCNc1ccc(C(=O)OCC(=O)NC(C)c2ccccc2)cc1[N+](=O)[O-] (centres undefined),4%,-66*,2%,4%,?,-6%
CCN(CCNc1ccc([N+](=O)[O-])c2cccnc12)S(=O)(=O)c1ccc(Cl)cc1,4%,14,-4%,-12%,-19%,-8%
O=C(NCc1cccnc1)c1cccc(S(=O)(=O)N2CCOCC2)c1,-5%,-14,-12%,4%,9%,11%
CN(C)CCNC(=S)Nc1ccccc1Cl,-8%,-14,-12%,1%,8%,15%
O=C(C1=C(O)C(=O)N(CCN2CCOCC2)C1c1cccnc1)c1cc2ccccc2o1 (centres undefined),?,-14,-8%,-1%,0%,-3%
Cc1ccc2nc(C(F)OC(F)(F)F)[nH]c2c1 (centres undefined),0%,-14,11%,-29%,-5%,5%
CCC1CCc2nc3sc(C(=O)Nc4ccc(F)c(Cl)c4)c(N)c3cc2C1 (centres undefined),-2%,0,5%,nt,nt,nt
C#CCOCCOCCOCCNc1nc(N2CCN(C(=O)CCCCCCCCCCNC(=O)Cn3cc(CCCCCN)nn3)CC2)nc(N2CCN(C(=O)CCCCCCCCCCNC(=O)[C@H]([C@@H](C)CC)n3cc(CCCCN=C(N)N)nn3)CC2)n1,?,nt,-1%,nt,?,?
CCC(=O)N1CCc2cc(Br)cc(S(=O)(=O)NCCN3CCCCC3C)c21 (centres undefined),45%[activator],-4,?,-1%,?,-2%
O=C(CN1CCC(c2nc3ccccc3s2)CC1)NCc1cccs1,-23%,-94*,0%,1%,3.2µM*,-3%
CC(C)c1ccc2[nH]c(O)c(N=NC(=O)c3cccc(S(=O)(=O)Nc4ccc(Cl)cc4)c3)c2c1,-21%,-36,-1%,6%,-5%,7%
COc1ccc(C2CC(=O)N(Cc3ccc(F)cc3)c3ccccc3S2)cc1OC (centres undefined),3%,18,15%,nt,nt,nt
O=C(O)c1cc(N2C(=O)CCC2=O)ccc1Cl,-1%,1,-1%,2%,9%,25%
Cc1ccc(/C=N/NC(=O)C(C)NC(=O)c2ccccc2)cc1 (centres undefined),4%,2,?,1%,-10%,-2%
CCOc1ccc(OCCCCOc2ccccc2C(C)=O)cc1,-5%,-21,-25%,-1%,-20%,62%[activator]
CCOC(=O)c1c(C)[nH]c(C)c1S(=O)(=O)N(C)CC(=O)Nc1cc(Cl)ccc1C,-1%,-15,3%,nt,nt,nt

By substructure, the entries above containing a thiophene ring, fused or not (3)
Compound,Sm TGR block,HCMV inh,AmpC inh detg,Giardia FBPA inh,HCV inh,AMA1-RON2 inh
CC(=O)N1CN(C2CC(C)(C)NC(C)(C)C2)Cc2c1sc1c2CCCC1,-11%,-63*,-4%,-4%,?,0%
CCC1CCc2nc3sc(C(=O)Nc4ccc(F)c(Cl)c4)c(N)c3cc2C1 (centres undefined),-2%,0,5%,nt,nt,nt
O=C(CN1CCC(c2nc3ccccc3s2)CC1)NCc1cccs1,-23%,-94*,0%,1%,3.2µM*,-3%

Next entries follow.
Compound,Sm TGR block,HCMV inh,AmpC inh detg,Giardia FBPA inh,HCV inh,AMA1-RON2 inh
O=C(CCCCn1c(=O)[nH]c2ccccc2c1=O)N1CCN(c2ncccn2)CC1,-1%,15,-19%,1%,0%[8.37 µM],-10%
O=C(Nc1ccccc1Cl)c1ccc(Cl)cc1Cl,0%,?,4%,-1%,0%,12%
Cc1nn(-c2ccccc2)c(C)c1/C=N/n1c(-c2ccc(C(C)(C)C)cc2)n[nH]c1=S,5%,-18,-1%,-4%,?,-7%
O=C(CSc1nnnn1C1CCCC1)NCc1ccccc1,9%,25,?,nt,16%,-3%
CCOCCCNCc1ccc(OCc2ccc(F)cc2)c(OC)c1,8%,-16,1%,0%,-21%,-7%
CCOC(=O)N1CCN(C(=O)CN(c2ccc(Cl)c(C(F)(F)F)c2)S(C)(=O)=O)CC1,-5%,17,-14%,2%,-6%,-4%
CCC(C(=O)Nc1cc(-c2nc3cccnc3s2)ccc1C)c1ccccc1 (centres undefined),-9%,49,-5%,nt,nt,nt
O=C(NCCn1cc(SCc2ccc(F)cc2)c2ccccc21)c1ccccc1F,-7%,nt,?,-20%,?,-8%
CCOc1ccc(/C=N/Nc2cc(N3CCOCC3)nc(C)n2)c(O)c1,6%,173,1%,8%,-22%,35%[activator]
COc1ccc(-c2cc(CCC(=O)N3CCN(c4cc(C)ccc4C)CC3)on2)cc1,nt,-20,nt,nt,?,5%
Fc1ccc(-c2cn(-c3ccccc3)c3[n+]2CCS3)cc1,0%,-25,1%,3%,?,-20%
CC(=O)c1ccc(OCCCC(=O)NCc2nnc3ccccn23)cc1,6%,-6,?,nt,-19%,1%
CCS(=O)(=O)c1ncc(Cl)c(C(=O)Nc2ccc(S(=O)(=O)N(C)c3ccccc3)cc2)n1,0.5µM*,-101*,3%&0%,1%,?,-11%
COCCCNC(=O)CC(NS(=O)(=O)c1ccc(C)cc1)c1ccco1 (centres undefined),9%,13,-1%,3%,-6%,9%
O=C1COc2ccc(C(=O)c3ccccc3C(=O)O)cc2N1,0%,26,-12%,15%,24%,-1%
O=C(CSc1ncn[nH]1)N1N=C2/C(=C/c3ccccc3)CCCC2C1c1ccccc1 (centres undefined),-13%,-90*,-1%,-1%,-25%,22%
O=C(O)COc1ccc(NC(=O)c2ccco2)cc1,-26%,16,-3%,1%,12%,2%
NC(=O)C1CCN(C2CC(=O)N(Cc3ccc(N4CCCC4=O)cc3)C2=O)CC1 (centres undefined),35µM*,-28,-7%,2%,-6%,17%
N/C(=N\OC(=O)c1ccc(Cl)cc1Cl)c1ccc(Cl)cc1,-2%,?,-6%,1%,5%,10%
CC(=O)N/C(=C\c1ccccc1)C(=O)OCc1cccc(S(=O)(=O)N(C)C)c1,-10%,-11,-7%,2%,?,-5%
CCOC(=O)Cn1c(N)c(C(=O)OC)sc1=S,-13%,-15,-5%,0%,-4%,-4%
CSc1[nH]c(=O)c(C(=O)O)cc1C#N,10%,-17,-6%,-23%,20%,43%[activator]
Oc1ccccc1/C=N/N1CCCCC1,-2%,7,-6%,-4%,-3%,?
CCn1c(=O)c2c(nc(SCC(=O)NCC3CCCO3)n2C)n(C)c1=O (centres undefined),-5%,12,?,-1%,17%,5%

High-throughput results as filed in PubChem.
